aSyn tox rescue = rescues yeast growth from alpha-synuclein toxicity. S. cerevisiae alpha-synuclein toxicity rescue, BacTiter-Glo growth, 24 h. Potency, µM (doses to about 46.1 µM), inactives show at the highest dose growth rescue (activation), usual class: activators. actives 0.02% (n = 94,000). AID 1347070; active = well fitted activation curve with a large enough effect; inconclusive = small, poorly fitted or top-dose-only effect; note: 0% is about no effect
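Growth restoration measured by BacTiter-Glo luminescence after 24 hr at 30 deg C; alpha-synuclein yeast, raffinose-pregrown to mid-log, were added at OD600=0.02 in galactose medium onto pinned compounds.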
* = called active by the depositor; ? = inconclusive; [ ] = another dose, or the depositor's remark. Potency is the fitted concentration of half-maximal effect. Not all compounds are listed, so the mix of outcomes need not match the whole.

smiles	aSyn tox rescue
O=C(O)c1ccc2c(c1Nc1ccccc1)C(=O)c1ccccc1C2=O	-22%
CN(C(=O)COc1ccc(S(=O)(=O)N2CCOCC2)cc1[N+](=O)[O-])C1CCS(=O)(=O)C1 (configuration not stated)	2%
Cc1oc2ccc(O)c(CN3CCN(C)CC3)c2c1C(=O)Nc1ccccc1	0%
Cc1ccc(-c2nnc(Nc3cccc(O)c3)c3ccccc23)cc1S(=O)(=O)N1CCCCC1	5%
CCn1nnc2cc(C(=O)Nc3cccc(C)c3C)ccc21	-7%
Cc1ccccc1C(=O)Nc1ccc2c(c1)CCCN2C(=O)c1cccs1	-11%
CSCCC(NS(=O)(=O)c1ccccc1F)C(=O)NNC(=O)c1csc(N2CCOCC2)n1 (configuration not stated)	-31%[inhibitor]
O=C(O)c1nn(-c2cccc(C(F)(F)F)c2)ccc1=O	4%
CC(/C=N/NC(=O)Cn1nccc1C)=C\c1ccc(C(C)C)cc1	15%
COC(=O)c1sccc1NC(=O)COc1cccc(C)c1	-1%
COc1ccc(Nc2nc(N)nc(N)c2S(=O)(=O)c2ccccc2)cc1	-1%
CCc1ccc(Nc2nc(-c3cc4cccc(OC)c4oc3=O)c(CC)s2)cc1	?
CCOc1ccc(S(=O)(=O)NC(C)C(=O)NCc2ccc3c(c2)OCO3)cc1 (configuration not stated)	8%
Cn1cnc2c(cnn2-c2ccccc2)c1=O	-7%
Cc1ccc(N(CC(=O)NC2CCCCC2)C(=O)CNC(=O)c2ccco2)cc1F	-6%
Cc1ccc(NC(=O)Cn2c(C)csc2=O)cc1	-5%
CCn1c(CN2CCC(C)CC2)nc2cc(NC(=O)COc3ccc(Cl)c(C)c3)ccc21	-10%
COc1ccc(OC)c(NC(=O)CSc2cn(CC(=O)N3CCOCC3)c3ccccc23)c1	4%
COc1cc(C2C(C(=O)Nc3ccc(C)cc3C)=C(C)Nc3nc4ccccc4n32)cc(OC)c1OC (configuration not stated)	-3%
O=C(CCN1C(=O)/C(=C/c2ccco2)SC1=S)Nc1ccc(C(=O)O)c(O)c1	4%
Cc1sc2ncn(CC(=O)Nc3ccc(F)cc3F)c(=O)c2c1S(=O)(=O)N1CCC(C)CC1	-1%
COC(=O)c1ccccc1NC(=O)c1c(C)oc2ncn(C)c(=O)c12	1%
Cc1cccc(C(=O)Nc2nc3nc(-c4ccccc4)cc(=O)n3[nH]2)c1	-3%
O=S(=O)(Nc1ccc(-c2nc3cccnc3s2)cc1)c1ccc(Cl)s1	6%
NC(=O)C1(N2CCCCC2)CCN(C(=O)CCCn2c(=O)[nH]c3ccsc3c2=O)CC1	-2%
CC1(C)CN(c2ccc(Br)cc2)C(=O)[C@H]1CC(=O)Nc1ccccc1	4%
O=C(COC(=O)/C=C/c1cccc(Cl)c1)NCCC1=CCCCC1	-1%
O=C1C(NS(=O)(=O)c2cccs2)=C(N2CCOCC2)C(=O)c2ccccc21	0%
CCCNC(=O)c1ccc2c(c1)sc1nc(-c3ccc(C)cc3)cn12	6%
CCOc1ccc(NC(=O)CN(C)C(=O)c2ccccc2CCc2ccccc2)cc1OCC	-5%

Next section; the last 3 above are carried over.
smiles	aSyn tox rescue
O=C1C(NS(=O)(=O)c2cccs2)=C(N2CCOCC2)C(=O)c2ccccc21	0%
CCCNC(=O)c1ccc2c(c1)sc1nc(-c3ccc(C)cc3)cn12	6%
CCOc1ccc(NC(=O)CN(C)C(=O)c2ccccc2CCc2ccccc2)cc1OCC	-5%
CCc1ccc(C2=NN(CCC(=O)NC(C)c3ccc4c(c3)OCCO4)C(=O)CC2)cc1 (configuration not stated)	6%
Cc1ccc(NC(=O)/C=C/c2ccc(Cl)cc2)nc1	-10%
O=C(CNC(=O)N1CC(=O)Nc2ccccc21)NCc1ccc(F)cc1	10%
O=Cc1ccc(-n2nncc2-c2ccc([N+](=O)[O-])cc2)cc1	7%
COc1ccc(NC(=O)c2sc3nc[nH]c(=O)c3c2C)cc1Cl	-12%
O=C(NCC1CCCN1S(=O)(=O)c1cccs1)c1cccc([N+](=O)[O-])c1 (configuration not stated)	-4%
CCC1NC(=O)c2cc3ccccc3cc2-n2c1nc1cc(C)cc(C)c1c2=O (configuration not stated)	-3%
COc1ccc(NC(=O)CSc2nnc3ccc(-c4ccccn4)nn23)c(OC)c1	1%
O=C(O)COc1c(Cl)cc(/C=C2/NC(=O)NC2=O)cc1Br	-4%
Cc1cc(N2C(=O)C3C4CC(c5ccccc5)C(C4)C3C2=O)no1 (configuration not stated)	6%
Cc1cc(C)c(Nc2n[nH]c(=S)s2)cc1C	-17%
CCOc1sc2nc(C)n(CC(=O)Nc3cccc(C)c3)c(=O)c2c1C	2%
COc1cc(/C=C(\C#N)c2nc3ccc(C)cc3[nH]2)ccc1OCc1ccc(C)cc1	-2%
COc1cccc(C(=O)NC(c2ccc(Cl)cc2)c2cc(Cl)c3cccnc3c2O)c1 (configuration not stated)	?
COc1ccc(CCNc2ncnc3c2cnn3-c2ccc(F)cc2)cc1	-1%
CC12CCC(=O)N1C(C(=O)Nc1nc(-c3cc(F)ccc3F)cs1)CS2 (configuration not stated)	-2%
COc1ccc(Cn2c(SCc3ccc(C(=O)NC4CCCCC4)cc3)nc3cccnc32)cc1	-11%
Cc1noc2ncnc(N3CCCC(C(=O)Nc4cc(F)ccc4F)C3)c12 (configuration not stated)	2%
Cc1c(C(=O)N(Cc2ccc(N(C)C)cc2)CC2CCCO2)oc2ccccc12 (configuration not stated)	-1%
O=[N+]([O-])c1ccc2[nH]c3c(c2c1)CCCC3O (configuration not stated)	-4%
Cc1nc(-c2ccccc2)nn1-c1ccc([N+](=O)[O-])cc1	7%
COc1cccc(CNC(=O)c2cc3c(=O)n(Cc4cccnc4)ccc3nc2C)c1	-1%
CCOc1ccc(CNC(=O)CN2C(=O)CCn3nc(-c4cn(C)c5ccccc45)cc32)cc1OC	-10%
CCOc1ccc(CNC(=O)CCCC(=O)n2ncc3cc(C)ccc32)cc1	9%
Nc1ncncc1-c1ccc(F)cc1	1%
CCCCN(C)C(=O)CN1C(=O)c2cccnc2Oc2ccc(Cl)cc21	-3%
CCC1CN(S(=O)(=O)c2cc(-c3cc(C)no3)ccc2OC)c2cc(C)ccc2O1 (configuration not stated)	-5%
COc1ccc(NC(=O)CNC(=O)Cn2ccc3ccccc3c2=O)cc1OC	4%
O=C(c1cccnc1)N1CCC2CC1c1c(Cl)cccc12 (configuration not stated)	-4%
COc1ccc(-c2cc(=O)oc3cc(O)ccc23)cc1	-5%
CCN(C(=O)Cn1nnc2sc(-c3ccccc3)cc2c1=O)c1cccc(C)c1	8%
O=C(Nc1cccc([N+](=O)[O-])c1)Nc1ccc2c(c1)OCCO2	-3%
O=C(COc1ccccc1)NCCc1csc(-c2cccc(F)c2)n1	9%
Cc1cc(N/N=C/c2ccc(F)cc2)nc(-n2nc(C)cc2C)n1	3%
COc1ccc(NC(=O)CN2C(=O)NC3(CCCC3)C2=O)cc1	2%
O=C(NCc1ccccc1)c1nc(S(=O)(=O)Cc2ccc(F)cc2)ncc1Cl	5%
Cc1ccnc(NC(=S)NC(=O)c2ccco2)c1	-8%
COc1ccc(OC)c(CNC(=O)c2ccc(C)c(NC(=O)c3nsc4ccccc34)c2)c1	8%
Cc1cccc(-n2ncc(C(=O)N3CCN(Cc4ccccc4)CC3)c2C2CCN(C(=O)OC(C)(C)C)CC2)c1	-7%
COCCNC(=O)C(=O)NCC1OCCN1S(=O)(=O)c1cccs1 (configuration not stated)	-5%
O=c1[nH]c2cccc(Cl)c2c2ccccc12	-1%
CCC(C)N1CC23C=CC(O2)C(C(=O)OC)C3C1=O (configuration not stated)	-4%
CCOC(=O)CSc1nc2sc3c(c2c(=O)n1Cc1ccccc1)CC(C)CC3 (configuration not stated)	0%
CCOc1ccc(NC(=O)CSc2nc3c(c(=O)[nH]2)CCCC3)cc1	-10%
COc1cc(NC(=O)c2ccc3c(Cl)c4c(nc3c2)CCC4)cc(OC)c1OC	-8%
Cc1ccc(-c2ccc(CCC(=O)O)n2-c2cccc(O)c2)cc1	7%
COc1ccc(OCCCC(=O)N(C)CC(=O)Nc2c(C)cccc2C)cc1	-4%
CCOC(=O)c1c(NC(=O)c2cc(-c3cccc(Cl)c3)on2)sc(C(C)=O)c1C	-15%
CCOC(=O)c1c(C)oc2nc(C)nc(NCCCN3CCN(c4ccccc4)CC3)c12	-1%
COc1cc(OC)c(NC(=O)CCn2cccn2)cc1Cl	4%
Cc1ccc(S(=O)(=O)N2CCCCC2)cc1NC(=O)CCCOc1ccccc1	-47%[inhibitor]
COc1ccc(C(=O)CN2C(=O)N(c3ccc(C(C)=O)cc3)S(=O)(=O)c3ccccc32)cc1	-11%
O=C(Cn1c(-c2cccs2)cc2cc(F)ccc21)NCCCN1CCN(c2ccccc2F)CC1	-9%
CC(C)CCNC(=O)C1CCC(CNS(=O)(=O)c2cccc3nsnc23)CC1 (configuration not stated)	-4%
COc1ccc(N2C(=O)CSC23C(=O)N(Cc2cccc(C(F)(F)F)c2)c2ccccc23)cc1 (configuration not stated)	5%
CCc1ccc(S(=O)(=O)NCc2csc(-c3cccnc3)n2)s1	0%
Cc1cc(C)n(-c2nc(NCCN(C)C)c3c4c(sc3n2)CCCC4)n1	-22%
COc1ccc(OC)c(CCNc2ncnc3onc(-c4ccc(F)cc4)c23)c1	-3%
COc1cccc(OC)c1C(=O)Nc1ccc(S(=O)(=O)Nc2nccc(C)n2)cc1	3%
COc1cccc(C(=O)Nc2ccccc2OCc2cc(=O)n3cc(C)ccc3n2)c1	5%

Retrieved by structure from the entries so far:
smiles	aSyn tox rescue
COc1cc(OC)c(NC(=O)CCn2cccn2)cc1Cl	4%
Cc1cccc(-n2ncc(C(=O)N3CCN(Cc4ccccc4)CC3)c2C2CCN(C(=O)OC(C)(C)C)CC2)c1	-7%
O=C(COc1ccccc1)NCCc1csc(-c2cccc(F)c2)n1	9%

Continued.
smiles	aSyn tox rescue
COc1ccc(S(=O)(=O)N2CCN(C(=O)C3CC3)CC2)cc1	-4%
CCOc1ccc2nc(NC(=O)c3nc(SC(C)C)ncc3Cl)sc2c1	-2%
O=C(Cc1cccc2ccccc12)OCn1nnc2ccccc2c1=O	-4%
CN(CC(=O)Nc1cccc(F)c1)C(=O)Cn1cnc2c1c(=O)n(C)c(=O)n2C	5%
CN(C)S(=O)(=O)n1cc(/C=C(\NC(=O)c2ccccc2)C(=O)N2CCCCC2)c2ccccc21	-1%
Cc1ccccc1C(=O)n1nc(-c2ccco2)nc1NCc1cccs1	0%
O=C(Cc1ccc(F)cc1)NC1CC(=O)N(c2ccccc2)C1 (configuration not stated)	-1%
COc1cccc2c1OCC/C2=N\NC(=O)C(C)Oc1ccc([N+](=O)[O-])cc1 (configuration not stated)	-7%
CCc1nc2cccnc2n1-c1ccc(CC(=O)Nc2c(C)cccc2C)cc1	7%
COc1ccc(CNC(=O)CC2N=C3c4ccccc4N=C(SCC(=O)Nc4ccc(C(C)C)cc4)N3C2=O)cc1 (configuration not stated)	-7%
Cc1cc(-c2ccccc2)nc(N/N=C/c2ccc(O)cc2)n1	8%
Cc1ccc(S(=O)(=O)N2CCCCC2CCNC(=O)C(=O)NCc2ccccc2C)cc1 (configuration not stated)	2%
Cc1cc(=O)oc2cc(OC(C)C(=O)N3CCOCC3)c(Cl)cc12 (configuration not stated)	1%
Cc1nnc(Sc2cc(C(=O)NC3CC3)c3ccccc3n2)s1	-5%
CCOC(=O)N1CCN(S(=O)(=O)c2ccc(C(=O)Nc3nnc(C4CC4)o3)cc2)CC1	-12%
Cc1ccc(C2CC(=O)Nc3cc4c(cc32)OCCO4)cc1Br (configuration not stated)	-4%
Cc1ccc(CCNC(=O)C2CCN(c3nnc(-n4cccc4CNc4ccc(C)cc4)s3)CC2)cc1	1%
COc1ccc(S(=O)(=O)NC(C)c2ccc3c(c2)OCCO3)cc1 (configuration not stated)	10%
Fc1ccc(-c2nc3ccccn3c2NCc2ccc3c(c2)OCO3)cc1	-12%
CCOC(=O)Nc1ccc2c(COC(=O)c3ccccc3O)cc(=O)oc2c1	3%
C/C(Cl)=C\Cn1c(O)c(N=O)c2ccccc21	4%
Cc1ccc(C)c(N2CCN(C(=O)Nc3cn(CC(C)C)c(=O)c4ccccc34)CC2)c1	-3%
Cc1cc(C)cc(-n2ccn(CC(=O)c3ccc(F)cc3)c(=O)c2=O)c1	3%
Cc1ccc(NC(=O)CCC(=O)c2cccs2)cc1F	10%

2 neighbouring records from above, quoted:
smiles	aSyn tox rescue
Cc1cc(C)cc(-n2ccn(CC(=O)c3ccc(F)cc3)c(=O)c2=O)c1	3%
Cc1ccc(NC(=O)CCC(=O)c2cccs2)cc1F	10%

Molecules above that have a CF3 group, in the order listed:
smiles	aSyn tox rescue
O=C(O)c1nn(-c2cccc(C(F)(F)F)c2)ccc1=O	4%
COc1ccc(N2C(=O)CSC23C(=O)N(Cc2cccc(C(F)(F)F)c2)c2ccccc23)cc1 (configuration not stated)	5%

Screening results as filed in PubChem BioAssay.
